HttQ103 aggreg – mutant huntingtin aggregation inhibition. PC12 HttQ103-GFP aggregates, Acumen cytometry, 40 h. Potency, µM (titrated, usually from 46.1 µM), without a hit: at the highest dose activity change, negative = inhibition, actives largely listed as inhibitors. 220,000 compounds, 1.1% hits. AID 1688; note: potency is the fitted concentration of half-maximal effect; % is set by controls: 0 for no effect and ±100 for the full control effect; nearly all actives have a fitted effect of over 60% in size
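Aggregate formation scored by laser-scanning cytometer (488 excitation, 500–530 emission) in lysed PC12 cells expressing Q103-GFP after 100 nM tebufenozide induction; library tested in dose series, with ATPLite reagent added in the multiplex.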
HTT cytoprotect – cytoprotection in Huntington HTT-Q103 PC12 cell model | PC12 HTT-Q103 induced, cytoprotection, ATP luminescence, 40 h | Potency, µM (series often up to 56.4 µM), inactives show cytoprotection (ATP increase), usual class: activators | 230,000 compounds, 0.14% hits | AID 1471;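 note: potency is the fitted concentration of half-maximal effect; % of control where 0% means no effect; nearly all actives have a fitted effect of over 45% in size; toxic huntingtin expression switched on by the ecdysone agonist tebufenozide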
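PC12 cells stably carrying ecdysone-inducible Htt exon 1 (Q103)–GFP were induced with 100 nM tebufenozide (final) alongside library compounds in a dose series. Cytoprotection was scored as retained ATP by ATPlite luminescence.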
Lamin A splicing – LMNA splicing modulation. Potency, µM (titrated, usually from 46.1 µM), for inactives: at the highest dose ratio change, negative = inhibition, actives largely listed as inhibitors. 200,000 compounds, 0.01% hits. HeLa LMNA splicing GFP/RFP minigene ratio, 48 h. AID 1487; active = well fitted inhibition curve with a large enough effect in the signal ratio, with a control signal flat, not every such curve was filed as active; inconclusive = small, poorly fitted or top-dose-only effect, or effect the other way, or a change in a side signal; the % refers to the signal ratio; note: potency is the fitted concentration of half-maximal effect; % is set by controls: 0 for no effect and ±100 for the full control effect
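Read-out is the ratio of GFP to DsRed2 object intensity, acquired by 488 nm laser-scanning cytometry on HeLa lamin A-EGFP minigene reporter cells. Compound incubation 48 hrs at 37 °C in Opti-MEM with 2% FBS; DMSO 0.5% final.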
aGlu spleen mod – inhibitors or activators of human alpha-glucosidase in spleen homogenate. P10253. human spleen homogenate, 4-MU-alpha-glucoside fluorescence. Potency, µM (titrated, usually from 79.9 µM), for the others: top-dose activity change, negative = inhibition, hits mostly inhibitors. 240,000 compounds, 0.006% hits. AID 2112;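 note: potency is the fitted concentration of half-maximal effect; 0% = enzyme with vehicle and -100% = no enzyme basal signal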
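Human spleen homogenate (1 ug) incubated with compounds and 1 mM 4-methylumbelliferyl-alpha-D-glucopyranoside in pH 5.0 citrate/phosphate buffer, 37 C, 40 min. Stopped at pH 10; 4-MU fluorescence (Ex 365/Em 440 nm); AC50 by Hill fit.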
GAA inhib – blocks human lysosomal alpha-glucosidase | P10253 | purified human GAA, 4-MU-alpha-glucoside fluorescence | Potency, µM (doses to about 76.9 µM), inactives show top-dose activity change, negative = inhibition, most hits filed as inhibitors | 200,000 compounds, 0.005% hits | AID 1466;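 note: potency is the fitted concentration of half-maximal effect; plate controls were uninhibited enzyme wells for no effect and no-enzyme background for full effect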
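Fluorogenic assay: 4 nM human alpha-glucosidase with 400 uM 4-methylumbelliferyl-alpha-D-pyranoside in 50 mM citrate/phosphate, 0.005% Tween-20, pH 5.0, 20 min at room temperature. Compounds tested up to 77 uM; AC50 from Hill fits.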
CBFb-RUNX1 inh – blocks binding between human CBF-beta and RUNX1; Q01196+Q13951; AlphaScreen CBFb-His/RUNX1-biotin binding, biochemical; Potency, µM (top dose mostly 59.8 µM), inactives show at the top dose activity, negative = inhibition, hits mostly inhibitors; 230,000 tested, under 10 active; note: % of control where 0% means no effect
Target sequence (Q01196 whole entry, looked up): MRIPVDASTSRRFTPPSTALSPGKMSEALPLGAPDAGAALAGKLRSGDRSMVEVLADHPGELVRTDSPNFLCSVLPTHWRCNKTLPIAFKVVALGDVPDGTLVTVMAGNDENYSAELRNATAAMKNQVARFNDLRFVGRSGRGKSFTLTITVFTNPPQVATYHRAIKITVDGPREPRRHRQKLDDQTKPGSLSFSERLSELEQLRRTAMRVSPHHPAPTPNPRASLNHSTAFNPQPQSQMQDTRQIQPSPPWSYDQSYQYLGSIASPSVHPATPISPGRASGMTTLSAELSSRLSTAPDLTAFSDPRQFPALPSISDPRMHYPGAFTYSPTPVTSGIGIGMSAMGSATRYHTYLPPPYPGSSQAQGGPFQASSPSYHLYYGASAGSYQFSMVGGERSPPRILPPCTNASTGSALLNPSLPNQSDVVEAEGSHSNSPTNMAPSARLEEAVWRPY
Target sequence (Q13951 whole entry, looked up): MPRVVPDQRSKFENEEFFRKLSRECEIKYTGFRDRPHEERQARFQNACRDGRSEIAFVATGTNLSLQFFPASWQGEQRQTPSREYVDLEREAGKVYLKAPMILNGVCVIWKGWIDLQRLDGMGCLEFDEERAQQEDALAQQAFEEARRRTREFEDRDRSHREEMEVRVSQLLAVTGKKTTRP
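Proteins preincubated together for 20 min at RT before compound addition; 15 min later, nickel and streptavidin beads were added and left 90 min prior to AlphaScreen measurement.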
GAA glycogen mod – GAA glycogen-cleavage inhibition or activation. P10253. recombinant GAA, glycogen substrate, Amplex Red glucose oxidase fluorescence. Potency, µM (top dose mostly 76.4 µM), for inactives: at the highest dose activity change, negative = inhibition, usual class: inhibitors. 300,000 compounds, 0.38% hits;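 note: potency is the fitted concentration of half-maximal effect; 0% = full enzyme reaction and -100% = no-enzyme basal signal; the screen sought inhibitors and activators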
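Recombinant enzyme (4 nM final) with compounds titrated up to 77 uM and bovine liver glycogen (30 ug) in citrate pH 5.0, 0.01% Tween-20, 37 C 40 min. Released glucose detected by Amplex Red/glucose oxidase (Ex 573/Em 610); AC50 from Hill fits.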
An asterisk follows results filed as active; ? = inconclusive; . = not tested or not shown; [ ] = dose if it differs, or a comment. Unless noted, calls come from the whole dose curve; as a rule, active = well fitted curve in the direction sought with a large enough effect; inconclusive = small, poorly fitted or top-dose-only effect, or another doubt; inactive = no such curve, though single readings can be large; an effect the other way counts as inactive or inconclusive.

SMILES | HttQ103 aggreg | HTT cytoprotect | Lamin A splicing | aGlu spleen mod | GAA inhib | CBFb-RUNX1 inh | GAA glycogen mod
COc1cc([N+](=O)[O-])cc2cc(C(=O)N3CCCC3)c(=O)oc12 | 9.6%[9.22 µM] | 24.3%[10 µM] | . | -3.9% | 9.2% | -1.6% | 7.7%
O=C(Oc1ccc([N+](=O)[O-])cc1)c1cc(-c2ccccc2)nc2ccccc12 | -23.1% | -38.9%[inhibitor] | 8.5% | -13.0% | -13.8% | -1.8% | -0.9%
CC(=O)C1C(c2ccc(C)cc2)c2c(noc2C)CC1(C)O (centres undefined) | -0.8% | -28.5% | 18.5%[46 µM] | -4.0% | -2.0% | 5.2% | 0.2%
O=C(Nc1ccncc1)C1c2ccccc2Oc2ccccc21 | -4.6% | -5.4%[10 µM] | 16.1% | -5.2% | -0.8% | -0.1% | -4.1%
Brc1ccc(-c2nnc(-c3ccccc3)o2)o1 | -4.0% | 22.7%[10 µM] | -10.8% | -11.9% | 2.2% | 9.6% | 1.3%
Cc1ccc(-n2c(SCC(=O)c3c(N)n(C)c(=O)n(C)c3=O)nc3sc4c(c3c2=O)CCCC4)c(C)c1 | ? | 24.0%[10 µM] | ? | ? | -2.9% | -0.5% | -6.6%
C#CC[N+]1(CC#Cc2ccc(C)cc2)CCCCC1 | -26.6% | 14.0%[10 µM] | ? | -6.4% | -3.4% | -3.4% | -8.5%
CC1CN(C(=O)Nc2cccc(C(F)(F)F)c2)CC(C)O1 (centres undefined) | 18.6% | -21.3% | . | -5.3% | 1.9% | 1.3% | -0.1%
Cc1nc2c(=O)[nH]c3ccccc3c2o1 | -0.6%[9.22 µM] | 4.4%[10 µM] | 18.2%[46 µM] | 1.0% | 5.4% | 11.9% | 10.7%
COc1ccc(N2C(=O)C(CC(=O)Nc3ccccc3)N(Cc3ccc(OC)c(OC)c3)C2=O)cc1 (centres undefined) | -17.3% | -39.7% | . | -13.7% | -1.6% | -4.1% | 8.0%
CCn1nnnc1SCC(=O)Nc1ccc(OCc2ccccc2)cc1 | ? | -16.8%[10 µM] | -6.9% | 9.0% | 4.3% | -1.6% | 3.0%
COc1cc(NC(=O)c2ccco2)c(OC)cc1NC(=O)Nc1ccccc1Cl | -25.3% | -28.5% | 15.4% | 1.4% | 6.0% | 11.1% | 0.1%

In the list so far, two contain sulfur:
SMILES | HttQ103 aggreg | HTT cytoprotect | Lamin A splicing | aGlu spleen mod | GAA inhib | CBFb-RUNX1 inh | GAA glycogen mod
Cc1ccc(-n2c(SCC(=O)c3c(N)n(C)c(=O)n(C)c3=O)nc3sc4c(c3c2=O)CCCC4)c(C)c1 | ? | 24.0%[10 µM] | ? | ? | -2.9% | -0.5% | -6.6%
CCn1nnnc1SCC(=O)Nc1ccc(OCc2ccccc2)cc1 | ? | -16.8%[10 µM] | -6.9% | 9.0% | 4.3% | -1.6% | 3.0%

(cont.)
SMILES | HttQ103 aggreg | HTT cytoprotect | Lamin A splicing | aGlu spleen mod | GAA inhib | CBFb-RUNX1 inh | GAA glycogen mod
CC(C)CC(=O)NC(=S)N(Cc1ccccc1)Cc1ccccc1 | -0.1% | 19.8%[10 µM] | ? | 1.3% | -3.1% | 6.7% | -15.6%
COc1ccccc1OCCCOc1ccc([N+](=O)[O-])cc1Cl | -10.6% | -12.3% | 5.4% | 0.4% | -2.7% | 3.0% | 3.5%
Cc1cc(=O)[nH]c(SCC(=O)Nc2nc3ccccc3s2)n1 | -4.3% | -147.0%[inhibitor] | . | -6.1% | 2.3% | -6.9% | 5.4%
COC(=O)c1cc(OC)c(OC)cc1NC(=O)CC1CCCCC1 | -6.3% | -14.1%[10 µM] | -8.2% | -4.8% | -8.3% | 18.2% | -7.1%
Cc1ccc(C(CC(=O)O)Nc2nc(N3CCOCC3)nc(N3CCOCC3)n2)cc1 (centres undefined) | 27.5% | . | ? | -0.9% | -0.6% | -0.4% | -16.8%
Cc1ccc(NC(=O)CSc2nn(-c3ccccc3)c(=S)s2)cc1S(=O)(=O)N(C)C | -25.7% | 11.2%[0.074 µM] | ? | -1.6% | -2.0% | -15.2% | -11.2%
O=C(c1cccnc1)N1CCN(c2ccc([N+](=O)[O-])cc2Cl)CC1 | -8.2% | 27.6%[1.9 µM] | -9.7% | -2.3% | -0.8% | -2.8% | -1.7%
CN(C)S(=O)(=O)Oc1ccc(Cl)cc1C(=O)Nc1ccc(F)cc1F | 4.4% | -33.0%[inhibitor] | . | 3.7% | -4.5% | -5.3% | -6.4%
CN(C)c1nc(Oc2ccc(N)cc2)nc(N(C)C)n1 | -3.4% | -6.4%[10 µM] | -8.0% | -5.5% | 4.8% | -0.8% | -6.0%
Cc1ccc(-n2ncc(C(=O)Nc3ccc(Cl)cc3)c2C2CCNCC2)cc1C | -0.4% | -30.4%[inhibitor] | . | -7.6% | 2.3% | -0.6% | -1.2%
Cc1ccc(OCCNC(=O)/C=C/c2ccco2)cc1C | 21.0%[9.22 µM] | -17.0%[10 µM] | . | -6.0% | . | 1.4% | 14.4%
Cc1cccc(Nc2nnc(SCC(=O)Nc3ccc(C(=O)O)cc3)s2)c1 | 19.0% | -128.0%[inhibitor] | 1.5%[46 µM] | 5.1% | ? | -13.4% | -5.0%
Cc1cccc(NC(NC(=O)Cc2ccccc2)C(Cl)(Cl)Cl)c1 (centres undefined) | 9.5% | -10.2%[10 µM] | -6.2% | 1.7% | 1.9% | 0.4% | 7.2%
O=C(c1ccc(COc2ccc3ccccc3c2)o1)N1N=C(C(F)F)CC1(O)C(F)F (centres undefined) | -24.3% | -21.8% | -5.4% | 0.6% | -7.9% | 2.1% | -2.4%
COC(=O)NNC(=O)c1cccc(C)c1 | -1.5% | 4.5% | 5.0% | -0.7% | 2.1% | 0.5% | -2.4%
COc1ccccc1C(=O)NCC(=O)Nc1cccnc1 | 6.5% | -0.7% | -16.1%[46 µM] | -0.4% | -5.5% | -1.7% | 3.1%
Cc1cc(=O)oc2cc(Oc3ccc(C(N)=O)cc3[N+](=O)[O-])ccc12 | -10.1%[9.22 µM] | 12.7%[10 µM] | . | 13.1% | . | 1.9% | 3.0%
O=c1cc(O)c2ccccc2n1Cc1ccccc1Cl | 26.8% | -8.5% | -0.9%[9.22 µM] | 0.3% | 4.7% | 8.0% | -0.2%
CCC1(C)CC(C(N)=S)CCO1 (centres undefined) | -20.9%[9.22 µM] | 20.8%[10 µM] | . | 2.5% | . | -4.8% | 2.4%
Cc1cc2cc(CCNC(=O)c3c(-c4ccccc4Cl)noc3C)c(=O)[nH]c2cc1C | -5.6% | -2.8% | -11.3% | -6.4% | -1.9% | 8.5% | -10.7%
CC(=O)OC1CCC2(C)C(COc3ccc4ccc(=O)oc4c3)C(C)(O)CCC2C1(C)C (centres undefined) | -11.3% | -27.2% | ? | -1.8% | 0.7% | 3.1% | -17.5%
O=C(CC1CCCCC1)N1CCN(c2ccccn2)CC1 | -4.5% | 14.1% | -7.5% | -7.3% | -9.3% | 2.6% | -4.8%
CCOc1ccc(NC(=S)N(CCN2CCOCC2)Cc2cc3cc4c(cc3[nH]c2=O)OCCO4)cc1 | 1.9%[9.22 µM] | -6.4%[10 µM] | -11.3%[46 µM] | 2.1% | 0.6% | -10.9% | -11.6%
Cc1nc(N2CCN(S(=O)(=O)c3ccc(Br)cc3)CC2)c2c(C)c(C)sc2n1 | 26.8%[9.22 µM] | 11.2%[10 µM] | . | -4.1% | -4.0% | 2.3% | 1.7%
Cc1noc(C)c1S(=O)(=O)NCC(=O)O | -5.9% | 16.0%[10 µM] | -2.5% | 14.5% | 1.7% | 11.0% | 4.1%
CSC1=NCCN1C(=O)c1cccc(C(F)(F)F)c1 | -12.6% | -4.8% | 8.6% | 3.6% | -5.3% | 0.5% | 0.8%
O=C(c1ccc(Cl)cc1)N1CCN(c2ccc(F)cc2)CC1 | 10.8% | -12.6%[10 µM] | -5.7% | 6.6% | -4.4% | 1.3% | -2.1%
CCOC(=O)c1ccccc1NC(=O)c1cn(CC)c2nc(C)ccc2c1=O | ? | -30.4%[inhibitor][0.074 µM] | ? | -2.6% | -5.2% | 17.8% | -0.1%
COc1cccc(C(=O)COc2ccccc2N2C(=O)C3C4C=CC(C4)C3C2=O)c1 (centres undefined) | ? | -26.4%[10 µM] | -3.7% | -5.8% | -4.6% | 3.5% | 4.6%
Fc1ccccc1NC(=S)NN(Cc1ccccc1)c1ccccc1 | 0.2% | 15.8% | -5.6% | 5.1% | 3.5% | -6.0% | -16.4%
Clc1ccc(Cn2ncc3c(N4CCCC4)ncnc32)cc1 | -16.4% | -3.8% | -6.5% | -7.6% | -8.3% | 3.7% | -1.9%
CCOC(=O)c1sc(C)c2c1NC(c1ccc(Cl)cc1)NC2=O (centres undefined) | ? | -64.5%[inhibitor] | ? | -9.1% | 6.3% | 1.6% | -4.8%
COc1ccc(-c2nnc(SCC(=O)O)n2C)cc1OC | -19.5% | -20.2% | . | 0.3% | 5.7% | 8.0% | -0.5%
Cc1cc(C)c2c(CC(=O)O)c(C)[nH]c2c1 | -4.0%[9.22 µM] | ? | 7.2%[46 µM] | 1.1% | -1.0% | -15.8% | 1.9%
Cc1ccccc1NCC(=O)N/N=C/c1ccc([N+](=O)[O-])cc1 | 0.9% | . | ? | -6.6% | -0.4% | 9.3% | -5.5%
Cc1sc2nc(CN3CCCC3)nc(N3CCC(C(N)=O)CC3)c2c1C | -6.0% | -16.5% | 8.3% | -5.6% | -28.5% | -1.7% | -2.3%
COc1ccc(CCN(C(=O)C(F)(F)F)C(C(=O)NC2CCCCC2)c2ccc(C)s2)cc1OC (centres undefined) | 16.7% | -7.6%[10 µM] | -7.8% | 1.7% | 1.9% | -23.4% | -1.4%
Nc1cc(N)nc(SCC(=O)NCC2CCCO2)n1 (centres undefined) | 10.2% | -10.3%[10 µM] | -6.1% | 6.2% | -3.0% | 1.6% | -14.8%
Cc1cc(Cl)ccc1NC(=S)NCc1ccc(Cl)cc1 | -19.2% | 7.5%[10 µM] | -15.0% | -2.0% | -4.5% | 4.1% | 0.0%
O=C(Nc1ccccc1)N1C(=O)C2(OCCO2)c2ccccc21 | 4.3% | -18.1%[0.074 µM] | 10.3% | -15.2% | ? | 6.1% | -2.5%
COc1ccc(CN=C2NC(=O)CC(C(=O)Nc3ccc(F)cc3)S2)cc1 (centres undefined) | ? | 20.2%[10 µM] | -7.2% | 1.3% | -2.4% | -2.3% | 10.6%

Screens (PubChem)
